From PubChem
DT40 TDP1 no CPT – qHTS for Inhibitors of human tyrosyl-DNA phosphodiesterase 1 (TDP1): qHTS in cells in absence of CPT; DT40 Tdp1-/- hTDP1 cells, no CPT, ATP luminescence, 48 h; Potency, µM (titrated, usually from 46.2 µM), inactives show at the highest dose activity change, negative = growth inhibition, actives largely listed as inhibitors; actives 15% (n = 420,000); AID 686978, 2013; further: nearly all actives have a fitted effect of over 55% in size
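DT40 Tdp1-/-;hTDP1 cells, no CPT (DMSO vehicle only), 400 cells/well; compounds pin-transferred; ≥48 hr, 37 °C; CellTiter-Glo 30 min RT dark, luminescence read.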
DT40 TDP1 CPT – growth inhibition of DT40 Tdp1-/-;hTDP1 cells with camptothecin (screen for TDP1 inhibitors) | Potency, µM (highest dose often 46.2 µM), for the others: top-dose activity change, negative = growth inhibition, hits mostly inhibitors | chicken DT40 Tdp1-/-;hTDP1 cells + 20 nM CPT, ATP luminescence, 48 h | actives 12% (n = 420,000); further: nearly all actives have a fitted effect of over 55% in size
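Chicken DT40 Tdp1-/- cells complemented with human TDP1, 400 cells/well, exposed to compounds plus 20 nM camptothecin for at least 48 h at 37 C; viability read as ATP content by CellTiter-Glo luminescence.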
GCN5L2 inh – GCN5L2 (KAT2A) acetyltransferase inhibition; Q92830; GCN5L2 HAT assay, ThioGlo1 CoA-SH fluorescence; Potency, µM (series often up to 58.9 µM), for the others: top-dose activity change, negative = inhibition, hits mostly inhibitors; actives 0.21% (n = 390,000); AID 504327
Target sequence (Q92830 whole entry, looked up): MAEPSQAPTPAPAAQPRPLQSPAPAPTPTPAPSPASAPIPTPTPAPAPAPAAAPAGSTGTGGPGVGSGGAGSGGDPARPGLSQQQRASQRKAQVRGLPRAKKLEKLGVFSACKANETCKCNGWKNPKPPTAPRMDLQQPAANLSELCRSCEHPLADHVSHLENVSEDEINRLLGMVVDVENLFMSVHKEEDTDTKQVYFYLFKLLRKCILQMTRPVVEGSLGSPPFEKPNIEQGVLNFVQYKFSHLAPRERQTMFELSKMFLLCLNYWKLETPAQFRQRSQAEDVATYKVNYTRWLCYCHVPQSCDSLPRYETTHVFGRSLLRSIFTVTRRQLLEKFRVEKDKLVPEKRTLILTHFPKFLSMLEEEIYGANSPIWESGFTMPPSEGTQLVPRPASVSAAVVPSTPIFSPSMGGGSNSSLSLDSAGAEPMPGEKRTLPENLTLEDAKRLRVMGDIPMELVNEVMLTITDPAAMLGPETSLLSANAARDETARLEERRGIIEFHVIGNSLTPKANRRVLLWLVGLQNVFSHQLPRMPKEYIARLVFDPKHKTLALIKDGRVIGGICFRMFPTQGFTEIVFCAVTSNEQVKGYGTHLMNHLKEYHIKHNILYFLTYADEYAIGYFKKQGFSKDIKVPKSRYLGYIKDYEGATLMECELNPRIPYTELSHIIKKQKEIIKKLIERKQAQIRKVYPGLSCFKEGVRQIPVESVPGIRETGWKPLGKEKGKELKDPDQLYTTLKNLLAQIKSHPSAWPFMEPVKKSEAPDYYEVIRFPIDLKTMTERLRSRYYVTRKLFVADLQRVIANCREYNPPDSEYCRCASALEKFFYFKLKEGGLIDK
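Preincubate 20nM GCN5L2 with compound 15 min, RT → add 50uM ThioGlo1 + 75uM H3(1-25) + 70uM acetyl-CoA → read fluorescence 0 and 20 min. Primary qHTS; fluorescent artifacts likely.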
Starred values were filed as active, the others as inactive; ? = inconclusive; / = no result given; & = joins results of further samples; ! = a repeat was not active. The call rests on the fitted dose curve; in most records, active means well fitted curve in the direction sought with a large enough effect; inconclusive means small, poorly fitted or top-dose-only effect, or another doubt; inactive means no such curve, though single readings can be large; an effect the other way counts as inactive or inconclusive. On the % scale 0 is the no-effect control and ±100 the full control effect; potency means the concentration at half of the fitted maximal effect. The list is partial, so the mix of outcomes need not match the whole.

mol	DT40 TDP1 no CPT	DT40 TDP1 CPT	GCN5L2 inh
Cc1nc2nc(C)c(NS(=O)(=O)c3ccc(C(C)(C)C)cc3)c(=O)n2[nH]1	-14.5%	-11.1%	-2.7%
CN1CCCCC1(C)C(=O)NCc1ccc(C(C)(C)C)cc1 (centres undefined)	-7.1%	-17.1%	/
CCOc1cc(/C=N/NC(=O)C2CCCC2)ccc1OC(C)C	-29.1%	?	?
Nc1nc(=O)n(C2OC(CO)C(O)C2O)cc1Cl (centres undefined)	5.17µM*	?	3.7%
O=C(CS(=O)c1ccc(Br)cc1)N1CCOCC1 (centres undefined)	-3.1%	24.1%	26.4%
COc1ccc(CCNC(=O)Cn2cnc3ccccc3c2=O)cc1OC	?	0.1%	2.6%
CC(C)C(NC(=O)c1ccccc1)c1nnc(SCC(=O)NC2CCCC2)n1C (centres undefined)	-39.6%	-1.7%	0.0%
CCC(C)CCN1CCN=C1N(C)C (centres undefined)	-17.4%	-8.0%	-2.1%
O=C1CSC(=Nc2ccc(F)cc2)N1	2.8%	8.6%	-5.8%
O=C(CSc1ccc(Br)cc1)Nc1ccccc1Oc1ccccc1	?	?	-8.8%

The final 5 entries of the part above open the next one:
mol	DT40 TDP1 no CPT	DT40 TDP1 CPT	GCN5L2 inh
COc1ccc(CCNC(=O)Cn2cnc3ccccc3c2=O)cc1OC	?	0.1%	2.6%
CC(C)C(NC(=O)c1ccccc1)c1nnc(SCC(=O)NC2CCCC2)n1C (centres undefined)	-39.6%	-1.7%	0.0%
CCC(C)CCN1CCN=C1N(C)C (centres undefined)	-17.4%	-8.0%	-2.1%
O=C1CSC(=Nc2ccc(F)cc2)N1	2.8%	8.6%	-5.8%
O=C(CSc1ccc(Br)cc1)Nc1ccccc1Oc1ccccc1	?	?	-8.8%
CC1(C(=O)NCc2cccc3ccccc23)CCN1C(=O)C1(c2ccccc2)CC1 (centres undefined)	?	?	/
Cc1ccc(NC(=O)COC(=O)C(NS(=O)(=O)c2ccc(Cl)cc2)C(C)O)c(Br)c1 (centres undefined)	-19.6%	-10.7%	-4.2%
COc1cccc(-c2ccc(-c3noc(-c4ccccc4Br)n3)c(OC)n2)c1	-24.3%	?	-2.0%
CCOC(=O)c1c(NC(=O)c2ccccc2N(C)S(=O)(=O)c2ccccc2)sc2c1CCCC2	20.6µM*	?	31.6µM*
CCOCCc1nn2c(=O)cc(CSCC(=O)Nc3ccc(OC)cc3)nc2s1	18.4%	-10.1%	-6.1%
CSc1ccc(/C=C(\C(=O)O)c2ccc(S(=O)(=O)N3CCCC3)s2)cc1	11.1%	4.4%	-24.8%
O=C(COC(=O)CNS(=O)(=O)c1ccc2ccccc2c1)Nc1ccccc1Sc1ccccc1	?	-18.6%	-9.3%
CCCCNC(=O)c1nc(-c2ccncc2)oc1-c1ccc(OC(F)(F)F)cc1	9.7%	28.3%	/
CC(=O)c1ccc(NC(=O)Nc2ccc3c(c2)N(C)C(=O)CS3)cc1	?	?	-2.4%
CCc1nn2c(=O)c(S(=O)(=O)Nc3ccccc3)c(C)nc2s1	-21.4%	-10.1%	-4.4%

(continued)
mol	DT40 TDP1 no CPT	DT40 TDP1 CPT	GCN5L2 inh
Cc1ccc(OCC(=O)Nc2ccccc2C(=O)NC2CC2)cc1C	-18.6%	?	-2.2%
CN(C)c1cc[n+](CC(=O)Nc2c(Cl)cc(Cl)cc2Cl)cc1	6.51µM*	7.31µM*	-2.8%
CC1(C)SC2c3ccccc3C(=O)N2[C@@H]1C(=O)NCCCN1CCOCC1 (some centres undefined)	-0.2%	1.9%	-2.2%
O=[N+]([O-])c1ccc(N2CCN(CCO)CC2)cc1Sc1nc2ccccc2[nH]1	?	?	-8.9%
Cn1cccc1C(=O)OCC(=O)NC(=O)c1ccc(Cl)cc1	0.4%	4.0%	0.6%
COc1ccc(S(=O)(=O)N2CCOCC2)cc1NC(=O)C1CC(=O)N(c2ccc3c(c2)OCCO3)C1 (centres undefined)	-3.7%	2.8%	/
Cc1ccc(NC(=S)NCCc2c[nH]c3ccccc23)cc1	23.1µM*	?	-4.0%
CCN(C(=O)C1CCC(CNS(=O)(=O)c2cccc3nsnc23)CC1)c1ccccc1 (centres undefined)	23.1µM*	?	-1.1%
CCOC(=O)c1c(Oc2ccc(C(=O)OC)cc2)nnc(-c2ccccc2)c1-c1ccccc1	23.1µM*	16.4µM*	-14.5%
Cc1c(OCC(=O)NC2CC(C)(C)NC(C)(C)C2)ccc2c3c(c(=O)oc12)CCC3	-25.5%	?	-0.6%

The listing continues.
mol	DT40 TDP1 no CPT	DT40 TDP1 CPT	GCN5L2 inh
Nc1ccccc1SCc1c(Cl)cccc1Cl	-26.2%	?	-6.5%
Cc1ccc(S(=O)(=O)c2cn(CC(=O)Nc3ccc(C)c(Cl)c3)c3ccc(C)cc3c2=O)cc1	1.3%	6.0%	-2.2%
CC1=NC(Nc2nc(C)c3ccccc3n2)=NC(C)(C)C1	16.4µM*	20.6µM*	0.2%
CCOC(=O)N(C)C[C@@H]1OCc2cnnn2CCCC(=O)N([C@H](C)CO)C[C@@H]1C	7.9%	3.0%	/
COc1ccc(C)cc1NC(=O)c1ccc2c(c1)CCN2S(=O)(=O)c1ccc(Cl)cc1	-3.4%	-25.6%	-4.2%
Cc1sc(N)nc1-c1c(C)n(C)c2ccccc12	-37.5%	?	2.8%
CCOc1ccc(N=C(C)c2ccccc2O)cc1	-5.6%	-20.2%	-3.1%
O=C(CN1CCCC1)N1c2ccccc2Sc2ccccc21	-5.5%	-12.1%	-0.9%
COc1ccc(-c2sc3cc(OC)ccc3c2-c2ccc(OCCN3CCOCC3)cc2)cc1	?	?	-15.1%
COc1ccc(NC(C)=O)cc1S(=O)(=O)NC(C)c1ccc(-n2ccnc2)cc1 (centres undefined)	-9.8%	2.3%	0.7%

Additional entries.
compound,DT40 TDP1 no CPT,DT40 TDP1 CPT,GCN5L2 inh
COc1ccc(CCN2CC34C=CC(O3)C(C(=O)NCc3ccccc3Cl)C4C2=O)cc1OC (centres undefined),-17.2%,-21.1%,-0.9%
CC1CCN(C(=O)C(C)Sc2nc(-c3ccccc3)cc(C(F)(F)F)n2)CC1 (centres undefined),29.1µM*,25.9µM*,-6.0%&0.4%
COc1cccc(Cn2c(CNS(=O)(=O)c3ccc4c(c3)CCCC4)nc3cccnc32)c1,?,?,-5.3%
CN(C)S(=O)(=O)c1ccc(NC(=O)CSc2nnc(-c3ccco3)o2)cc1,18.4%,7.3%,-2.4%
CCOc1ccc(NC(=O)C(c2ccccn2)N(C(=O)CCl)c2ccc(OC)cc2)cc1 (centres undefined),-21.6%,-23.4%,21.2%
Cc1ccc(C(O)c2ncc(-c3ccc(F)cc3)[nH]2)c(C)c1 (centres undefined),?,?,/
CN(C)CCCN(C(=O)c1ccc(S(=O)(=O)N(C)Cc2ccccc2)cc1)c1nc2c(F)cccc2s1,-7.5%,?,-2.5%
COc1ccccc1-n1c(SCC(=O)N(C)C)nnc1-c1ccco1,?,-26.3%,/
Cc1c(C)c2ccc(OCC(=O)Nc3ccc(CN4CCOCC4)cc3)cc2oc1=O,?,?,-4.6%
O=c1c2ccccc2ncn1Cc1ccco1,-7.1%,-25.0%,0.1%
O=C(COC(=O)c1ccccc1N1C(=O)C2C3CCC(C3)C2C1=O)c1ccccc1 (centres undefined),6.3%,9.9%,-2.0%
COc1ccc2sc(N(CCCN(C)C)C(=O)c3ccc(C(=O)c4ccccc4)cc3)nc2c1,?,16.4µM*,1.4%

Going on with the list:
compound,DT40 TDP1 no CPT,DT40 TDP1 CPT,GCN5L2 inh
Cc1cc(C)c(NS(=O)(=O)c2c(C(=O)N3CCOCC3)c(C)n(C)c2C)c(C)c1,-14.8%,-19.5%,-19.8%
COc1ccc(S(=O)(=O)NC2CCCCC2)cc1F,1.8%,-12.1%,-2.5%
CC(C)C(NC(=O)C1CCCCC1)C(=O)Nc1ccc2c(c1)OCCO2 (centres undefined),-28.2%,-26.8%,-8.0%
CC1=C(C(=O)OCc2ccccc2)C(c2cccnc2)n2ncnc2N1 (centres undefined),14.6µM*,18.4µM*,2.3%
COc1ccc(OC)c(CN2CCN(C(=O)c3cccc(S(=O)(=O)Nc4ccc(F)cc4)c3)CC2)c1,?,?,/
Cc1ccnc2nc(C(=O)Nc3ccc(S(=O)(=O)N4CCCC4)cc3)nn12,-1.4%,?,1.1%
COc1cccc(-c2sc3ccccc3c2-c2ccc(OCCN3CCCC3)cc2)c1,8.2µM*,9.2µM*,-1.2%
O=S(=O)(c1ccc(Cl)cc1Br)N1CCCCC1,-2.5%,-5.7%,-5.6%
Cc1ccc(N2C(=O)C3ON(c4ccccc4)C(c4ccncc4)C3C2=O)cc1 (centres undefined),-5.1%,?,-1.7%
CC1CCN(CC(=O)c2c[nH]c3ccccc23)CC1,?,?,0.2%
CCOC(=O)N1CCN(S(=O)(=O)c2c(C)nc3scc(C)n3c2=O)CC1,?,-6.5%,-17.2%
Cc1sc2c(c1C)c(=O)n(Cc1ccccc1)c(=O)n2CC(=O)N(C)c1ccccc1,-55.4%,?,3.6%

(continued)
compound,DT40 TDP1 no CPT,DT40 TDP1 CPT,GCN5L2 inh
CC(=O)Nc1ccc(S(=O)(=O)NCCc2cn3ccsc3n2)cc1,-8.3%,12.4%,-2.5%
Cn1c(=O)c2c(nc(SCC(=O)Nc3ccccc3N3CCCCC3)n2C)n(C)c1=O,?,?,-11.8%
Cc1ccc(S(=O)(=O)NCC(=O)OCC(=O)NCc2cccs2)cc1,-11.2%,-1.2%,-11.1%
COc1cc(OC)cc(-c2c(C#Cc3ccsc3)c3cc(-c4ccc(SC)cc4)ccc3n2C)c1,-1.7%,-8.1%,1.6%
COc1ccc(CCNC(=O)C(=O)NCC2OCCN2S(=O)(=O)c2ccc(Br)cc2)cc1 (centres undefined),0.4%,-3.5%,-0.6%
Cc1ccc(Cl)cc1NC(=O)NCc1ccccn1,-0.2%,20.8%,-20.7%
C[C@@H]1CC2=C(C(=O)OC(C)(C)O2)[C@H](c2ccc(F)cc2)O1,-5.4%,0.1%,/
Cn1cc(CN(CCO)Cc2cccs2)c(-c2cccc(Cl)c2)n1,?,?,-19.8%
C=CCSc1nc(N)c(C(=O)Nc2ccccc2OC)cc1C(=O)Nc1ccccc1,8.2µM*,8.2µM*,-7.4%
CC(C#N)Sc1ccc(S(=O)(=O)N2CCCC2)cn1 (centres undefined),0.0%,1.4%,-1.9%
COC(=O)c1cc(Br)c(=O)n(Cc2ccco2)c1,-22.9%,-14.3%,-1.4%
CN(C)CCN(Cc1cccs1)c1ccccn1,23.7µM*!,?,-7.1%

More entries
compound,DT40 TDP1 no CPT,DT40 TDP1 CPT,GCN5L2 inh
CCOc1cc(/C=N/n2c(C)nc3sc(C)c(C)c3c2=O)ccc1O,-7.9%,-22.3%,2.1%
COc1ccccc1C(=O)Nc1onc2c1CCCC2,-15.6%,-21.0%,-6.9%
Nc1ccc(S(=O)(=O)Nc2cnc3ccccc3n2)cc1,6.7%&13.1%&-5.2%&4.1%,4.1%&0.5%&-3.9%&-1.7%,0.9%
CCC(C)(C)NC(=O)C(c1ccccc1F)N(Cc1ccco1)C(=O)Cn1nnc2ccccc21 (centres undefined),?,-23.6%,0.9%
Cc1ccc(C(=O)OCN2C(=O)c3ccccc3C2=O)cc1S(=O)(=O)N1CCOCC1,5.2%,-5.6%,-5.7%
NC(=S)N=Nc1c(O)cc(O)c2[nH]c(=O)ccc12,-13.7%,-0.7%,/
CCOc1ccc(CCNC(=O)COC(=O)/C=C/c2ccco2)cc1OCC,14.6%,13.8%,?
O=C(Oc1ccc(Br)cc1)c1n[nH]c(=O)c2ccccc12,-16.2%,-23.4%,-1.6%
COCc1cc(C)nc(SCC[N+](C)(C)CC(=O)Nc2cccc(C(F)(F)F)c2)c1C#N,?,20.6µM*,-19.9%
CNC(=O)c1ccsc1NC(=O)C1CCCN1S(=O)(=O)c1cccs1 (centres undefined),-14.6%,13.0%,-1.3%
O=C(NC1(O)C(=O)c2ccccc2C1=O)c1c(Cl)cccc1Cl,25.9µM*,?,0.6%
CCC(C)[C@H](NC(=O)N1CC(=O)Nc2ccccc21)C(=O)N[C@H](C(=O)O)c1ccccc1 (some centres undefined),2.1%,4.0%,0.8%
Cc1ccc(S(=O)(=O)NCc2ccncc2)cc1C(=O)NCC(C)C,?,14.6µM*,-1.1%
Cc1ccc(-n2nc3ccc(N)cc3n2)cc1C,?,-5.6%,?
